Screens deposited in PubChem BioAssay by several laboratories.
CRFBP-R2 block = antagonists of CRF-BP/CRF-R2 complex, primary screen, cell-based, HEK293, calcium dye fluorescence, uHTS. AID 588475, 2011. CRF-induced calcium fluorescence. inhibition, % at 11.8 µM. 350,000 compounds, 0.59% hits;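 active = inhibition of the ligand-induced calcium signal above about 50% at the single tested concentration, limit read from the data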
M4 PAM = human M4 muscarinic receptor positive allosteric modulators, primary screen, CHO-K1 cells, Fluo-8 calcium fluorescence | Muscarinic acetylcholine receptor M4 (Homo sapiens), P08173 | CHO-K1 hM4/Gqi5, ACh EC20; 0% = ACh EC20, 100% = maximal ACh | activation, % at 3 µM | 360,000 compounds, 0.4% hits;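 active = activation above its plate's cutoff, the mean activation of sample wells plus 3 SD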; also: some results filed as inactive read as strong as hits
CHO-K1 Ca PAM = nonselective calcium activators in parental CHO-K1 cells, primary screen, counter-screen for M1 PAM project, cell-based, Fluo-8 calcium fluorescence, full deck, 1536-well. ATP EC20; 0% at ATP EC20, 100% at ATP max. activation, % at 3 µM. 360,000 compounds, 0.02% hits. AID 602247, 2012;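 active = activation above the run cutoff, the mean activation of all test compounds plus 3 SD, cut at about 40% in these data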;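 also: peak over basal fluorescence ratio in a 140 s read after ATP addition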
TAAR1 ag = human TAAR1 agonists, primary screen, Fluo-8 calcium fluorescence, CHO RD-HGA16 cells; Trace amine-associated receptor 1 (Homo sapiens), Q96RJ0; vehicle wells 0%, saturating PEA agonist 100%; activation, % at 3 µM; 360,000 compounds, 0.99% hits; AID 624467, 2012;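 active = activation above the mean activation of all test compounds in the run plus 3 SD, cut at about 38% in these data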
Target sequence (Q96RJ0 whole entry, looked up): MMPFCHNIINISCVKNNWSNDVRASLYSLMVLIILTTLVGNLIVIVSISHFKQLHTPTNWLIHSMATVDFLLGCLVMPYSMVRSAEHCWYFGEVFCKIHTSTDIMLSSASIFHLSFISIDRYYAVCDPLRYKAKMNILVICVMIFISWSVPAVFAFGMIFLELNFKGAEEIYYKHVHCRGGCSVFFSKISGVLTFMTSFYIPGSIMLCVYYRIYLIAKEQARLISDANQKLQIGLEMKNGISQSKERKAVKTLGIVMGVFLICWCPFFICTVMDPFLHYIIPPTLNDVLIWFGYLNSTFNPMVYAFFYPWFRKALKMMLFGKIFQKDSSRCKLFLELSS
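Test system: RD-HGA16 (CHO) cells co-expressing Gα16 and hTAAR1 / Benchmarks: DMSO vehicle as 0%, PEA at EC100 as 100% / Repeats: no replicates (n 1) / Measure: % activation from peak over basal fluorescence ratio, DMSO-to-PEA scaled / Timing: 17-24 h plating, Fluo-8 75 min 37 °C, 30 min RT / Technique: kinetic Fluo-8 calcium fluorescence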
M5 PAM = human M5 muscarinic receptor positive allosteric modulators, primary screen, CHO-K1 cells, Fluo-8 calcium fluorescence; CHO-K1 hM5, ACh EC20 PAM; 0% = ACh EC20, 100% = ACh EC100; Muscarinic acetylcholine receptor M5 (Homo sapiens), P08912; activation, % at 3 µM; 360,000 compounds, 0.3% hits;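 active = activation above the run cutoff, the mean activation of all test compounds plus 3 SD, cut at about 18% in these data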
Target sequence (P08912 whole entry, looked up): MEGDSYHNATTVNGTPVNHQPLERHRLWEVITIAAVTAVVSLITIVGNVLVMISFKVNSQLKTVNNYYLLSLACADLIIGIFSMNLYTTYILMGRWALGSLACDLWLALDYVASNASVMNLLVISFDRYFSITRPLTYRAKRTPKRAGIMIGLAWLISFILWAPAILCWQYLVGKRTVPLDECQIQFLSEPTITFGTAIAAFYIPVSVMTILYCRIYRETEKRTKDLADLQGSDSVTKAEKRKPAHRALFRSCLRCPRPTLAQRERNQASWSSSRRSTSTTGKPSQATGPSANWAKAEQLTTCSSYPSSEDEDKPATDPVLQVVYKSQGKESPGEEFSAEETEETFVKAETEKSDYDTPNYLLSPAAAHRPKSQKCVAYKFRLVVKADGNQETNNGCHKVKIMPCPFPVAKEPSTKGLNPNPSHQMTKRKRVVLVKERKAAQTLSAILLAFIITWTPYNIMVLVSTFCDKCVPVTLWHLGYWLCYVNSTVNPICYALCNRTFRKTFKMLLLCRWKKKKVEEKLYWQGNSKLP
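Probe or stimulus: acetylcholine, EC20 level; Assay system: human M5 receptor in CHO-K1 cells; Schedule: compound preincubation 140 s before EC20 acetylcholine addition; Technique: intracellular calcium via Fluo-8 fluorescence; Dosing: single-point, 3 µM nominal; Read-out basis: percent activation from peak-over-basal fluorescence ratio, scaled EC20-to-EC100 acetylcholine; Repeats: one well per compound, no replicates.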
TAAR1 antagonist = human TAAR1 antagonists, primary screen, Fluo-8 calcium fluorescence, CHO RD-HGA16 cells | antagonist | AID 624466, 2012 | 360,000 compounds, 1.5% hits | inhibition, % at 3 µM | Trace amine-associated receptor 1 (Homo sapiens), Q96RJ0;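 active = inhibition above a per-plate cutoff, the mean inhibition of test compounds on that plate plus 3 SD, cut at about 49% in these data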;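 also: 0% = DMSO plus EC80 beta-PEA response and 100% = DMSO alone without agonist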
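Test system – hTAAR1-expressing CHO RD-HGA16 cells, Gα16-coupled · Reagent – β-PEA at EC80 concentration, post-compound challenge · Compound dosing – 3 µM, single point · Timing – 140 s kinetic read after compound, 140 s after agonist · Detection – Fluo-8 intracellular calcium dye fluorescence, real-time kinetic reads · Control set – DMSO and EC80 PEA controls · Repeats – n of 1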
M5 ag = human M5 muscarinic receptor agonists, primary screen, CHO-K1 cells, Fluo-8 calcium fluorescence; 360,000 compounds, 0.19% hits; Muscarinic acetylcholine receptor M5 (Homo sapiens), P08912; activation, % at 3 µM; CHO-K1 hM5 cells; 0% DMSO wells, 100% maximal acetylcholine response; AID 624037, 2012;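 active = activation above the run's mean over test compounds plus 3 SD, cut at about 23% in these data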;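 also: signal is peak over basal fluorescence ratio across the kinetic read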
CHRM5 antagonist = human M5 muscarinic receptor antagonists, primary screen, CHO cells, Fluo-8 calcium fluorescence; Muscarinic acetylcholine receptor M5 (Homo sapiens), P08912; CHO-hM5 cells, ACh EC80; inhibition, % at 3 µM; 360,000 compounds, 0.59% hits; AID 624040, 2012;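 active = inhibition above a per-plate cutoff, the mean of that plate's test compounds plus 3 SD, cut at about 27% in these data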;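 also: 0% = acetylcholine EC80 with DMSO and 100% = DMSO without agonist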
CRFBP-R2 agonist = agonists of CRF-BP/CRF-R2 complex, primary screen, cell-based, HEK293, calcium dye fluorescence, uHTS. calcium dye fluorescence (FLIPR); percent of saturating CRF peptide response. CRF-binding protein / CRF receptor 2 complex (human). activation, % at 13.2 µM. 350,000 compounds, 0.46% hits;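 active = activation of at least 50%, plus an integration ratio under a set limit after plate pattern correction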;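 also: plate controls were neutral control wells without compound for no effect and CRF at EC100 for full effect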
* = called active by the depositor; / = not tested or not shown.

Compound	M5 PAM	TAAR1 antagonist	CHO-K1 Ca PAM	CRFBP-R2 agonist	TAAR1 ag	M4 PAM	CRFBP-R2 block	M5 ag	CHRM5 antagonist
COc1ccccc1CNS(=O)(=O)c1ccc2c(c1)CC(C)N2C(=O)C1CC1 (centres undefined)	-8.8	9.3	4.7	0.0	6.3	-7.5	6.7	4.1	4.5
Cc1ccc(O)c(C=Nc2ccc3[nH]ncc3c2)c1	-1.1	-13.1	0.1	0.5	6.4	-9.0	1.3	-0.3	1.6
COC(=O)c1cc(OCC(=O)Nc2ccc3c(c2)CCC3)cc(C(=O)OC)c1	4.5	10.8	-20.8	0.3	-1.9	0.1	5.4	-0.7	-1.1
COc1ccc(/C=C2\SC(=S)N(CCC(=O)N3CCOCC3)C2=O)cc1OC	1.4	3.8	-9.8	2.9	-0.1	-0.9	-7.3	1.2	-11.5
Cc1ccc(C(=O)NNC(=O)c2ccc(S(=O)(=O)N3CCOCC3)cc2)cc1	6.8	-1.4	8.1	1.7	1.1	2.6	-17.4	-1.6	1.3
COc1cc(OC)c(NC(=O)C(=O)CC(=O)c2ccc(C)cc2C)cc1Cl	-0.7	1.4	-0.2	-3.2	-2.3	9.0	6.0	-0.7	14.3
CCOc1ccc(-c2csc(NC(=O)c3ccc(S(=O)(=O)N4CCc5ccccc5C4)cc3)n2)cc1	2.1	4.6	9.2	1.3	2.7	6.7	-5.9	-0.1	2.4
Cc1cc(C)n(CCN(C)C(=O)c2cc(COc3c(F)cccc3F)on2)n1	-4.6	-9.2	1.5	-1.3	2.1	0.0	3.8	-0.8	3.6
CCOC(=O)Cn1c(=N)n(CCOc2ccc(OC)cc2)c2ccccc21	5.5	/	-1.8	1.2	/	4.5	-20.6	-5.0	0.6
Cc1cc(NC(=O)Cn2cc(C(F)(F)F)cc(Cl)c2=O)no1	-6.2	-9.8	-6.3	-0.3	11.1	-8.3	11.8	-0.5	6.2
CCN(CC)CCOC(=O)c1ccc(Cl)cc1	2.9	12.4	5.6	0.8	6.9	5.2	-5.7	-13.6	-12.9
C=CCN1c2ccccc2[C@]23C[C@@H](C(=O)OC)N=C2NC(C(=O)OC)=C(C(=O)OC)[C@H]13	1.8	3.0	10.6	-1.7	10.2	5.9	-0.7	3.3	1.5
Cn1c(=O)c(/C(N)=N/OC(=O)c2ccccc2)cn(-c2ccccc2)c1=O	-1.1	-11.6	19.1	0.4	11.3	0.7	15.2	-0.6	7.2
O=C(COc1c(Br)cc(Br)c2cccnc12)Nc1ccccc1F	4.7	-18.0	8.8	1.9	4.4	10.1	0.9	-3.7	0.0
CC(Oc1ccc(Cl)cc1Cl)c1nc(-c2ccc(NC(=O)c3ccccn3)cc2)no1 (centres undefined)	-5.3	10.0	-10.3	13.7	7.1	4.1	-35.3	2.5	-2.2
O=C(Nc1ccc(S(=O)(=O)N2CCCC2)cc1)c1ccc(OCC2CCCO2)cc1 (centres undefined)	-5.6	4.5	10.5	3.8	4.5	-13.5	-23.8	3.6	10.5
CCOC(=O)C1=CCN(S(=O)(=O)c2ccccc2C(=O)OC)C1c1ccc(Cl)cc1 (centres undefined)	1.8	-14.4	10.8	/	1.6	-3.3	/	0.9	-1.0
COc1cccc(-c2sc3ccc(OC)cc3c2-c2ccc(OCCN3CCOCC3)cc2)c1	6.7	29.0	16.9	0.6	6.0	4.4	-1.5	-0.4	1.5
CC(C)CNC(=S)N(CCN(C)C)Cc1cc2cc3c(cc2[nH]c1=O)OCO3	11.8	2.3	5.8	0.1	0.3	-1.9	-7.8	4.3	-1.7
C/C=C/c1ccc(OCCSc2nc(C)cc(=O)[nH]2)c(OC)c1	-1.7	-10.1	-2.2	-4.8	6.6	14.0	-13.0	3.2	-4.4
COc1ccc(/C=N/Nc2nc(-c3ccc(C)cc3)c(NC(C)=O)s2)cc1	3.8	50.8*	11.9	0.2	-0.3	-4.9	6.2	3.9	-4.1
O=C(CSc1nc2ccccc2nc1N1CCOCC1)N1CCN(c2ccccc2)CC1	-3.5	-0.9	8.3	0.3	-1.3	-10.5	7.5	-0.8	2.6
CCOc1ccc(N(C)c2ccc(/C=C3/SC(=S)NC3=O)cc2)cc1	2.1	59.1*	5.1	68.3*	24.1	-7.3	-52.3	10.0	6.7
COc1ccc(/C=C2/Sc3ccc(C(=O)N4CCc5ccccc5C4)cc3NC2=O)cc1	-3.8	-2.3	25.3	3.6	10.2	2.4	-0.9	-1.0	-6.0
COc1ccccc1CCNC(=O)C1(C)CC1(Cl)Cl (centres undefined)	4.6	12.9	9.0	-0.9	-0.4	1.0	8.0	-1.5	-3.5
O=C(c1ccco1)N1CCN(C(=O)c2cccc3c2C(=O)N(Cc2cccnc2)C3)CC1	1.5	-16.6	11.7	28.2	3.0	0.8	4.2	-0.5	-0.2
CC(=O)NCCc1cc2ccc(C)cc2[nH]c1=O	-1.2	-8.3	6.0	-1.1	5.4	-0.7	13.5	0.6	3.3
O=C(O)COc1ccc(-c2nccc(-c3ccccn3)n2)cc1	-1.9	4.0	11.4	-1.1	-0.1	-1.6	4.0	-1.1	3.2
O=C(N/N=C/c1cccc([N+](=O)[O-])c1)c1ccc(Br)cc1	2.0	10.1	13.5	-0.1	6.2	0.9	8.5	-0.8	7.1
CCN(CC)C(=O)[C@H]1C[C@H](CC(=O)NCCCN(C)C)C(=O)N2CCc3c([nH]c4cc(CCC(=O)N(C)C)ccc34)[C@]12C	0.2	-10.9	10.9	-1.5	-0.3	-4.9	5.6	0.1	5.3
O=C(Cn1cc(COc2c(F)c(F)cc(F)c2F)nn1)c1ccc(O)cc1	8.1	-11.0	16.7	-0.1	2.8	3.6	-4.2	2.1	-9.4
CC(=O)N1CCN(S(=O)(=O)c2ccc3c(c2)CC(=O)N3)CC1	5.4	-5.2	20.7	-0.7	17.8	9.8	-2.7	0.9	-5.9
COc1cc(Cl)c(C)cc1NC(=O)CSCC#N	-0.6	8.2	5.3	-1.7	13.3	6.3	3.4	-3.5	-5.3
O=C(NCCNc1ccc([N+](=O)[O-])cc1C(F)(F)F)c1ccc(F)cc1	-11.7	-12.7	2.2	-0.8	1.4	-3.3	-0.8	-1.1	9.8
Cc1c(Cl)c([N+](=O)[O-])nn1CC(=O)NC12CC3CC(CC(C3)C1)C2	-7.9	-20.8	17.2	-0.4	15.1	-6.8	16.4	-1.4	2.8
COc1cc(C(=O)NCCCN2CCCC2=O)ccc1OCc1ccc(Cl)cc1Cl	1.1	2.2	-6.7	0.2	7.6	-2.5	4.4	-6.1	0.2

A section from further up, as a working copy:
Compound	M5 PAM	TAAR1 antagonist	CHO-K1 Ca PAM	CRFBP-R2 agonist	TAAR1 ag	M4 PAM	CRFBP-R2 block	M5 ag	CHRM5 antagonist
COc1ccccc1CCNC(=O)C1(C)CC1(Cl)Cl (centres undefined)	4.6	12.9	9.0	-0.9	-0.4	1.0	8.0	-1.5	-3.5
O=C(c1ccco1)N1CCN(C(=O)c2cccc3c2C(=O)N(Cc2cccnc2)C3)CC1	1.5	-16.6	11.7	28.2	3.0	0.8	4.2	-0.5	-0.2

Next section
Compound	M5 PAM	TAAR1 antagonist	CHO-K1 Ca PAM	CRFBP-R2 agonist	TAAR1 ag	M4 PAM	CRFBP-R2 block	M5 ag	CHRM5 antagonist
COc1cc(OC)cc(-c2nc3nc(C)c(CCC(=O)O)c(C)n3n2)c1	2.7	3.6	0.8	1.0	8.1	-1.8	2.5	-2.9	-3.6
CN1CCN(c2ncnc3c2c(-c2ccccc2)cn3-c2ccc(F)cc2)CC1	-4.1	59.9*	1.2	2.9	9.8	-10.8	-9.3	-0.7	9.5
CCCOc1cccc(C(=O)O)c1	6.4	17.1	10.2	1.1	2.1	3.4	-8.8	1.2	-7.8
O=C(COC(=O)c1ccccc1NCc1ccco1)Nc1ccc2c(c1)OCO2	-1.9	13.5	27.9	-0.8	29.7	0.1	-0.5	-2.0	0.2
CC1CC(C)CN(C(=O)c2nn(C)c3c2CS(=O)(=O)c2ccccc2-3)C1 (centres undefined)	-3.3	3.5	-15.6	-0.6	8.5	-1.3	-5.6	-2.5	5.2
COc1ccc(-c2nnn(CCc3nn[nH]n3)n2)cc1OC	-3.0	8.8	-4.1	0.9	19.2	7.7	-13.4	-3.4	9.6
COc1ccc(S(=O)(=O)NC(=O)C2(C)CCN2C(=O)C(C)(C)c2ccccc2)cc1 (centres undefined)	2.2	-3.4	15.5	/	1.9	3.2	/	0.9	2.0
Cn1c(=O)oc2cc(S(=O)(=O)N3CCN(c4cccc(Cl)c4)CC3)ccc21	-4.4	13.1	4.0	10.0	5.0	-2.3	-18.7	-0.9	-3.9
